PG9 Ab binder: binders of HIV-1 gp120 antibody PG9, primary screen, biochemical, TR-FRET; 360,000 tested, 0.43% active; TR-FRET gp120-PG9 antibody binding; AID 624416, 2012; inhibition, % at 6.7 µM; in the data active means inhibition above about 8.5%
SIAE primary: human SIAE inhibitors, primary screen, biochemical, fluorescence polarization, FP-Rh probe, 1536-well HTS. SIAE FP-Rh probe binding. 370,000 tested, 0.69% active. AID 1053197, 2014. inhibition, % at 9.66 µM;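 active means inhibition above a cutoff: mean of compounds within the control limits plus 3 SD of those, cut at about 17% in these data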;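 further: 0% = plate median of compound wells and 100% = probe without SIAE protein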
HTRA1 inhibitor: HTRA1 serine protease inhibitors, primary screen, biochemical, fluorescence polarization, HTS; Q92743; recombinant HTRA1, FP-rhodamine activity-based probe; inhibition, % at 5.96 µM; 340,000 tested, 0.5% active; in the data active means inhibition above about 36%;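 further: 0% = enzyme with DMSO and 100% = wells lacking enzyme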
LEDGF integ inh: blockers of LEDGF/p75-dependent integrase strand transfer – biochemical, TR-FRET, high throughput, primary screen; HIV-1 integrase (with human LEDGF/p75); TR-FRET IN-LEDGF/p75 DNA integration, Eu/Cy5; inhibition, % at 3.7 µM; 370,000 tested, 0.64% active; AID 743269, 2014;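 active means inhibition above the screen-wide mean plus 3 SD, cut at about 13% in these data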;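 further: signal is the Cy5 over europium emission ratio at 671 and 618 nm; 0% = plate median of compound wells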
PRMT1 inh: PRMT1 methyltransferase inhibitors, primary screen, biochemical, fluorescence polarization | Protein arginine N-methyltransferase 1 (Homo sapiens), Q99873 | recombinant PRMT1, activity-based probe fluorescence polarization | inhibition, % at 2.79 µM | 370,000 tested, 1.3% active;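 active means inhibition above about 21% made by adding two undisclosed values, limit read from the data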
Target sequence (Q99873 whole entry, looked up): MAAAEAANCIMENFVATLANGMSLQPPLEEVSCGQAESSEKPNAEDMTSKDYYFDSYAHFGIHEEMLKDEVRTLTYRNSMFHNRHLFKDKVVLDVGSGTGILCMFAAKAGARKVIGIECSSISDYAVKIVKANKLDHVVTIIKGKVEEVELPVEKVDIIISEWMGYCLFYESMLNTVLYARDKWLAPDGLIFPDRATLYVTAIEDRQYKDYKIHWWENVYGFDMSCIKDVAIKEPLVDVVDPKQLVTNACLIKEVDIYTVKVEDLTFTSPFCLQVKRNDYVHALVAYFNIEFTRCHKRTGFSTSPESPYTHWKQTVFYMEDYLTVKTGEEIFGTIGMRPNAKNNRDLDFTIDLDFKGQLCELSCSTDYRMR
rCAG binder: binders of r(CAG) RNA repeats, primary screen, biochemical, fluorescence. AID 651821, 2012. 370,000 tested, 1.3% active. r(CAG) RNA repeat, TO-PRO-1 dye displacement fluorescence. inhibition, % at 3 µM;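 active means inhibition above the plate cutoff, the mean of all test compounds on that plate plus 3 SD, cut at about 35% in these data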;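 further: 0% = DMSO alone and 100% = 100 µM mitoxantrone as full dye displacement; higher means more dye released from RNA so lower well fluorescence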
Rev-erbA mod: modulators of Rev-erb alpha DNA binding, primary screen, biochemical, FITC-DNA, fluorescence polarization, uHTS. Nuclear receptor subfamily 1 group D member 1 (Homo sapiens), P20393. Rev-erbα–FITC-DNA binding, 90 min. activity, % at 10 µM. 370,000 tested, 0.79% active;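 active means activity above about 14%, limit read from the data; passing the limit was not always enough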;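 further: 0% = DMSO wells with 35 nM protein and 100% = DMSO wells with 750 nM protein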
ABHD4 inh: ABHD4 inhibitors, primary screen, biochemical, fluorescence polarization, mouse | (Lyso)-N-acylphosphatidylethanolamine lipase (Mus musculus), Q8VD66 | purified mABHD4, FP-Rh probe fluorescence polarization | inhibition, % at 8.92 µM | 370,000 tested, 0.54% active;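 active means inhibition exceeding the mean over every tested compound plus 3 SD, cut at about 30% in these data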;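 further: 0% = plate median of compound wells and 100% = S159A mutant with DMSO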
Target sequence (Q8VD66 whole entry, looked up): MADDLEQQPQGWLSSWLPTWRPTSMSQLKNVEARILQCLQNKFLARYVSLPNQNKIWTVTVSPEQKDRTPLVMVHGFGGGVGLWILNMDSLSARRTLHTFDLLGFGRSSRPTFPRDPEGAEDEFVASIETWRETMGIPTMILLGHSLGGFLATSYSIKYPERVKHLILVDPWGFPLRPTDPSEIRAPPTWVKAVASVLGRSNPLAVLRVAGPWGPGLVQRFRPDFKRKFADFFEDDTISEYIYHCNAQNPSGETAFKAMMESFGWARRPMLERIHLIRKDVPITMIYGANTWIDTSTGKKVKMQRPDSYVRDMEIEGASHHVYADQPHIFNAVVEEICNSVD
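Doses – 8.92 µM, single dose · Material – wild-type mouse ABHD4 protein · Replication – single well per compound (singlicate) · Measure – percent inhibition of probe binding, normalized to plate controls · Schedule – 45 min compound pre-incubation plus 60 min probe step, 25 °C · Detection – fluorescence polarization with parallel and perpendicular emission, 525/598 nm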
TDP2 absorb: human TDP2 enzyme inhibitors, primary screen, biochemical, epi absorbance, recombinant enzyme | inhibition, % at 12.8 µM | T5PNP hydrolysis, p-nitrophenol absorbance 415 nm | 370,000 tested, 0.34% active | AID 720702, 2013 | Tyrosyl-DNA phosphodiesterase 2 (Homo sapiens), O95551;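 active means inhibition above the mean of all tested compounds plus 3 SD, set per campaign, cut at about 25% in these data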;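 further: 0% = DMSO with enzyme and 100% = buffer with substrate but no TDP2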
Target sequence (O95551 whole entry, looked up): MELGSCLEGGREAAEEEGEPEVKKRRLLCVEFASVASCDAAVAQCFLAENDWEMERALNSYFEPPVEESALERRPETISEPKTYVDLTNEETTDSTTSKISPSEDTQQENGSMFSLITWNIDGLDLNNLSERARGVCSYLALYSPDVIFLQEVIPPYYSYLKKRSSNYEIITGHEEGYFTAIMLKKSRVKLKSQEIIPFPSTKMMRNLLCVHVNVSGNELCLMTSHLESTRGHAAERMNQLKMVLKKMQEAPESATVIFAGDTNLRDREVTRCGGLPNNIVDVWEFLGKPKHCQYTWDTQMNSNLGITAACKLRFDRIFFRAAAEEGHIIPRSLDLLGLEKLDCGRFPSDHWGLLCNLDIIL
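Read-out basis: percent inhibition. System: recombinant human TDP2. Buffer or medium: Mg2+-containing Tris-HCl buffer, pH 7.5. Repeats: single replicate. Timing: reaction 2 h, 37 °C. Benchmarks: high control without enzyme, low control DMSO plus TDP2. Probe or stimulus: 5 mM T5PNP. Doses: 12.8 µM only. Measured by: epi absorbance of p-nitrophenol freed from T5PNP by hydrolysis.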
TCR CD3 inh: inhibitors of human TCR-CD3 interaction, primary screen, biochemical, fluorescence, TAMRA-labeled TCR probe. inhibition, % at 9.4 µM. 360,000 tested, 0.37% active. T-cell receptor (TCR); in the data active means inhibition above about 19%;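 further: recombinant mutant TCR 2C K166C tagged with TAMRA read by polarization; 0% = receptor in buffer alone and 100% = receptor with positive control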
Starred values were filed as active, the others as inactive; nt = no result given. A portion of the library; rates above refer to the full screens.

Preview, 2 compounds:
Value order – TDP2 absorb	PRMT1 inh	PG9 Ab binder	rCAG binder	TCR CD3 inh	HTRA1 inhibitor	LEDGF integ inh	SIAE primary	Rev-erbA mod	ABHD4 inh
- COc1ccc(-c2nc3nc(C)cc(=O)n3[nH]2)cc1
→ 11.6	-1.7	3.5	0.2	-1.4	1.0	-4.2	6.2	0.7	5.1
- CC/C(O)=C1\C(=O)CCCC1=NCc1nc2ccccc2[nH]1
→ 9.4	1.8	-0.7	-0.8	-3.7	0.6	-3.0	-4.5	-4.2	6.4

The list itself, from the start:
Value order – TDP2 absorb	PRMT1 inh	PG9 Ab binder	rCAG binder	TCR CD3 inh	HTRA1 inhibitor	LEDGF integ inh	SIAE primary	Rev-erbA mod	ABHD4 inh
- COc1ccc(-c2nc3nc(C)cc(=O)n3[nH]2)cc1
→ 11.6	-1.7	3.5	0.2	-1.4	1.0	-4.2	6.2	0.7	5.1
- CC/C(O)=C1\C(=O)CCCC1=NCc1nc2ccccc2[nH]1
→ 9.4	1.8	-0.7	-0.8	-3.7	0.6	-3.0	-4.5	-4.2	6.4
- C=CCn1c(SCC(=O)Nc2sccc2C(N)=O)nc2ccc(Cl)cc2c1=O
→ 2.0	1.2	-2.0	6.9	4.0	-23.4	0.6	-5.5	2.7	-2.5
- CCOc1ccccc1/C=N/Nc1ccnc(=O)[nH]1
→ 13.7	-3.4	-2.5	4.0	2.5	6.5	-2.6	15.1	1.1	-2.5
- O=C(CC1C(=O)NCCN1Cc1c(F)cccc1Cl)NCCCOc1cccnc1 (configuration not stated)
→ 10.2	-4.6	-1.4	-5.4	3.8	-8.3	-1.8	1.0	0.4	-1.6
- COc1ccc(C(=O)c2oc3ccc(OC)cc3c2N)cc1
→ -13.0	6.8	-0.1	5.2	-2.2	-2.9	-0.5	6.1	-7.5	3.9
- N#Cc1nc(-c2ccccc2Cl)oc1N1CCOCC1
→ -7.0	-1.4	0.5	-1.3	3.4	2.6	-0.2	-8.4	2.1	2.1
- C/C(O)=C(/N=O)C(=O)Nc1ccccc1
→ -5.1	0.1	-1.0	0.0	6.6	4.0	-3.3	-0.6	7.8	4.4
- COc1ccc(C2CC2/C(C)=N/OC(=O)C2CC2)cc1 (configuration not stated)
→ 5.4	-0.8	-3.0	-2.8	0.3	3.4	-3.2	5.2	0.3	-2.5
- CC(=N)c1c(O)cc(C)oc1=O
→ 7.3	-1.8	1.3	0.0	-4.7	1.2	0.1	3.5	0.1	3.0
- COc1ccc(CC(=O)OCc2cc3ccccc3[nH]c2=O)cc1
→ -1.3	2.9	-0.1	0.2	0.7	-1.9	2.5	-2.6	-2.3	9.5
- Cc1ccc(N/C=C(\C#N)c2ccc(OCCCF)cc2)cc1
→ 5.1	-1.9	-1.3	2.4	-3.1	-10.5	-5.2	6.0	-2.9	9.8
- Cc1nc2oc3c(NCc4ccccc4)ncnc3c2c2c1COC(C)(C)C2
→ 4.5	3.5	2.7	-2.6	-4.9	-5.2	-0.5	-1.1	-4.2	3.0
- O=C(c1ccc(F)cc1)N1CCOCC1
→ 9.6	-2.5	0.8	-0.9	6.2	4.4	-0.4	5.0	-3.3	-3.4
- CCCCc1noc(-c2c(-c3ccccc3Cl)noc2C)n1
→ -3.8	3.1	1.6	-8.1	-6.6	-6.9	-3.4	-3.2	-1.4	-0.8
- O=C(NCc1ccccc1Br)c1ccncc1
→ 10.2	2.9	-0.7	-1.2	-1.9	2.4	-0.9	-5.1	-2.1	1.3
- Cc1cn(C2CC(OC(=O)C(C)C)C(CO)O2)c(=O)[nH]c1=O (configuration not stated)
→ 3.1	0.9	0.2	1.0	3.5	1.6	1.9	-7.0	-3.8	5.0
- COc1cc(C(=O)NCc2nnc(SCC(=O)NC3CCCCC3)o2)cc(OC)c1OC
→ -1.4	1.5	-0.9	-4.9	3.6	3.6	-0.6	-5.1	-4.4	3.0
- N#Cc1nc(COc2ccccc2)oc1N1CCN(c2cccc(Cl)c2)CC1
→ 4.4	2.1	2.7	-1.7	-10.9	9.2	-1.4	-1.9	-1.3	6.9
- Cc1ccc(NC(=O)CC2S/C(=N/N=C/C=C/c3ccccc3)NC2=O)cc1Cl (configuration not stated)
→ -4.3	4.4	-1.3	9.8	-6.3	-1.2	-4.1	-5.5	3.7	0.8
- CC1CN(Cc2nc3c(c(=O)n(C)c(=O)n3C)n2CC(=O)c2ccccc2)CC(C)O1 (configuration not stated)
→ -6.3	0.7	-0.7	-4.6	-1.8	7.6	-3.8	-5.3	-3.4	-1.0
- Cc1c(C(=O)N2CCOCC2)c(S(=O)(=O)Nc2ccc(F)cc2)c(C)n1C
→ -1.5	-0.6	0.7	-3.2	1.0	1.1	0.0	1.0	-2.0	3.9
- C[C@H]1CCC[C@@H](O)CC(=O)c2c(O)cc(O)cc2CC(=O)O1
→ -6.4	2.4	nt	1.2	nt	nt	-0.5	0.3	-6.6	1.3
- CCC1CCCCN1CC(=O)c1c(C)[nH]c2ccccc12 (configuration not stated)
→ -2.3	-2.4	0.3	3.0	4.7	-13.3	0.6	-3.5	-0.4	-0.1
- O=C(CSc1ccc(Br)c2cccc(Cl)c12)Nc1ccc(S(=O)(=O)Nc2nccs2)cc1
→ -12.1	5.2	-3.0	76.9*	5.2	-87.7	4.3	-39.1	3.2	-95.8
- CC(=O)Nc1cc(-c2ccccc2)cn2c(-c3ccc(F)c(Cl)c3)cnc12
→ 7.5	-0.7	1.1	8.8	4.4	nt	-1.0	4.6	-10.0	-3.2
- CCc1ccc2oc(-c3cc(N)ccc3O)nc2c1
→ 0.6	4.4	1.1	9.2	-4.2	28.4	0.3	0.6	-11.9	16.9
- CC1CCCCN1C(=O)COc1ccc(NC(=O)c2ccco2)cc1 (configuration not stated)
→ 8.8	1.4	-2.3	-2.8	8.8	6.3	0.4	6.5	-0.5	3.3
- COC(=O)C1=C(C)NC2=C(C(=O)CC(C)(C)C2)C1c1ccccn1 (configuration not stated)
→ 6.3	-0.6	-0.3	0.0	5.2	-1.5	-0.4	1.5	-6.0	0.5
- CCCCN1CN(Cc2ccccc2)CNC1=S
→ -3.1	-3.8	-2.1	-5.9	4.7	8.2	0.3	0.2	-0.5	-1.6
- CC(C)C[C@H](NC(=O)OC(C)(C)C)C(=O)N[C@@H](CO)[C@H](O)[C@@H]1C[C@@H]1C(=O)N1CCCC1
→ -8.2	2.4	-3.8	-10.1	3.4	-2.9	0.0	1.6	-2.7	-0.3
- Cc1c(Cl)ccc2c(C(=O)NCCCn3nccc3C)cc(-c3ccccn3)nc12
→ 9.2	-6.4	-1.1	7.0	8.0	-1.4	3.1	0.4	11.7	-1.8
- CC(=O)OCC1=C(C(=O)O)N2C(=O)C(NC(=O)CCn3nc(C)c(Cl)c3C)C2SC1 (configuration not stated)
→ -5.4	23.7*	0.7	-1.3	1.9	5.6	2.4	-4.8	0.0	-0.2
- CCOc1ccccc1C(c1c(C)n(C)n(-c2ccccc2)c1=O)c1c(C)n(C)n(-c2ccccc2)c1=O
→ -9.4	-1.3	1.0	-6.3	-9.0	-2.3	3.5	4.5	-7.1	-6.4
- O=c1cc(-c2cccc(Cl)c2)oc2cccc(O)c12
→ 5.2	-2.4	0.2	7.1	1.8	-4.5	0.4	0.9	-5.2	3.9
- Cc1ccc(N(C)S(=O)(=O)c2ccc(-c3cnc(C4CC4)o3)cc2)cc1
→ 10.4	1.5	-1.3	-0.5	10.9	-30.9	1.5	-4.2	-1.5	-8.7
- CC(OC(=O)[C@@H](NC(=O)c1ccco1)C(C)C)C(=O)Nc1ncc(Cl)cc1Cl (some centres not stated)
→ -14.2	4.6	0.3	0.8	-10.2	-1.1	-0.5	15.0	0.6	-4.9
- C=CCNc1nnc(Sc2ncccc2[N+](=O)[O-])s1
→ 3.0	3.2	-1.3	1.8	-2.5	1.9	-3.8	1.9	15.1	1.1
- O=C(CCCn1cncn1)N1CCCC(N2CCN(c3ccc(F)cc3)CC2)C1 (configuration not stated)
→ 8.7	-1.9	0.7	-7.3	0.8	-1.4	0.1	-3.2	-5.0	-7.0
- CCN1C(=O)[C@H]2[C@@H](c3ccc(-c4ccc(F)cc4)c(OC)c3)N3CCC[C@@]3(C(=O)OC)[C@H]2C1=O
→ -1.1	0.8	-0.7	10.5	6.9	-22.0	2.8	4.2	-2.4	-10.4
- CCOC(=O)C1CCN(C(=O)Nc2ccc3snnc3c2)CC1
→ -1.6	4.9	-0.2	-2.8	-3.0	-4.5	-2.7	-2.8	-2.3	7.1
- O=C(O)c1ccc(-c2noc(-c3ccccc3Cl)n2)cc1
→ -13.9	2.4	0.6	6.1	-2.4	0.1	0.8	-2.3	-0.4	-8.9
- CN(C)CCNC(=O)c1ccc(-c2nn(C)c(=O)c3ccccc23)cc1
→ -1.7	3.6	-0.2	-1.9	-10.3	-4.8	1.2	-1.2	-2.5	1.3
- COc1cc([N+](=O)[O-])cc2sc(NC(=O)c3c(F)cccc3F)nc12
→ 4.1	-1.7	-0.4	-1.3	4.5	-3.6	-1.1	-4.3	-2.9	-2.7
- Cc1ccc(S(=O)(=O)Cc2ccc(C(=O)NCCc3ccccc3)o2)cc1
→ 3.8	-1.3	-1.9	-4.8	3.2	1.9	0.9	3.4	-1.5	-0.3
- O=S1(=O)CCSC[C@@H](CN2CCN(c3ccccc3)CC2)N1
→ 4.0	-4.5	-1.2	-0.5	10.9	nt	-1.0	4.2	6.8	1.3
- CCn1nnnc1SCC(=O)NCc1ccco1
→ -13.1	5.1	-0.3	8.6	-5.5	4.6	-2.2	-0.8	-6.1	0.4
- COC(=O)C[C@@H]1CC[C@H]2[C@@H](COc3ccc(NC(=O)c4ccc(C(F)(F)F)cc4)cc3C(=O)N2C)O1
→ -2.9	0.7	nt	3.0	nt	nt	0.4	0.6	-6.3	1.8
- O=[N+]([O-])c1cc(-n2cnnn2)ccc1N1CCC(Cc2ccccc2)CC1
→ -14.2	-3.0	-0.3	5.1	6.6	-7.8	2.6	9.7	-1.4	-10.4
- Cc1ccc(-n2c(N)c(-c3nc4ccccc4n3C)sc2=S)cc1
→ 10.0	3.6	-0.7	3.7	4.9	0.7	0.7	15.2	2.0	4.4
- CN(CCc1ccccn1)C(=O)Nc1ccc(Cl)cc1
→ 4.1	0.7	3.9	-1.1	-0.2	0.7	2.9	1.9	2.5	2.9
- CSc1ccc(CNc2cccc3ccccc23)cc1
→ 0.6	1.2	-3.3	5.4	-3.6	1.2	1.6	7.3	nt	-0.2

High-throughput results as filed in PubChem.
